Lipid droplet: hepatic lipid droplet formation modulation; AML12 mouse hepatocytes, oleate lipid droplets, BODIPY imaging; inhibition, % at 6.5 µM; actives 0.4% (n = 240,000); AID 1656;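 active = lipid droplet intensity inhibited by at least 50%, with more than 500 cells counted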
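Material – AML12 mouse liver cells · Also added – oleate loading, 100 µM · Compound dosing – 6.5 µM single-point dosing · Times – overnight treatment with compound plus oleate · Measured by – fluorescence imaging, 20x objective, two fields per well · Read-out – percent inhibition of filter-corrected integrated lipid droplet intensity per well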
Dynein cargo inh: blocks dynein driven cargo transport along microtubules; z-score, hits read low; 3617.4 mouse cells, GR-EGFP nuclear translocation imaging; test concentration mostly 20 µM; stimulated with dexamethasone, 1 µM; active compounds read low; actives 0.47% (n = 220,000); AID 1381;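 active = plate z-score of nuclear minus cytoplasmic receptor signal below a set negative limit, without overly bright fluorescence or cell loss, cut at about -3.5 in these data, passing the limit was not always enough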;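 note: z-score of nuclear minus cytoplasmic ring GR-EGFP intensity difference per well; some compounds called inactive have numbers as strong as hits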
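Buffer or medium: tet-free, stripped-serum medium; reagent: dexamethasone at 1.0 µM final, 30 min; incubation: 48 h induction, 1 h compound, 30 min dex at 37 °C; measured by: formaldehyde fixation, Hoechst nuclear stain, 10x automated fluorescence imaging; read-out: nuclear-to-cytoplasmic GR-EGFP distribution per well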
b-catenin transl: alters nuclear translocation of beta-catenin in HeLa cells; immunofluorescence imaging; nuclear translocation activity, % at 5 µM; actives 0.3% (n = 190,000); AID 1665;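 active = nuclear translocation activity above 50% at 5 µM, with a well cell count of 50 or more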;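 note: per-cell ratio of nuclear to cytoplasmic median beta-catenin stain intensity; plate controls were DMSO negative control for no effect and GSK-3 inhibitor IX positive control for full effect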
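System: Human HeLa cells, endogenous beta-catenin | Compound dosing: 5 µM primary, 0.02–20 µM confirmation | Timing: 24 h compound exposure at 37°C, 5% CO2 | Measured by: Fluorescence imaging of beta-catenin antibody stain plus DAPI | Read-out basis: % activation of per-cell nuclear versus cytoplasmic median beta-catenin signal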
Autophagy HCS: modulators of autophagy; MEF GFP-LC3 puncta imaging; test concentration mostly 10 µM; calls only at 10 µM (by protocol); actives 0.98% (n = 190,000);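 active = percentage of spot-positive cells more than 3 SD above its plate mean, without a fluorescence outlier flag or 80% toxicity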;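 note: spot-positive cell cutoff set from DMSO-treated cells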
WT yeast gro inh: growth inhibition of WT yeast, mitochondrial fusion screen | mitochondrial fusion phenotypic screen, WT strain | actives 2.1% (n = 190,000) | inhibition, % at 10 µM; in the data active = inhibition above about 58%; tested in S. cerevisiae
MT stabilizer: microtubule stabilizers in HeLa cells. HeLa tubulin immunostaining HCS, 24 h; share of cells brighter than vehicle mean+2SD. % tubulin-high responders, % at 10 µM. actives 0.83% (n = 200,000). AID 2205;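 active = plate Z-score above 3 for both tubulin-high and condensed-nucleus cell shares, with cell loss under 80%, at 10 µM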;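 note: anti alpha tubulin signal scored within the nucleus-defined area of each cell; some results filed as inactive read as strong as hits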
NOD2 inhibition: NOD2 signaling inhibitors, cell-based, luminescence, uHTS, HEK293 (AID 1566) | HEK293 NOD2/NF-kB luciferase reporter, luminescence; higher % means a stronger effect | one-dose inhibition, % at 4 µM; EC50 in µM for titrated hits | actives 0.63% (n = 290,000); in the data active = inhibition above about 50%; note: many of its hits are not listed in these tables
Yfh1-depleted yeast: enhancers of respiration in Yfh1-depleted yeast, dose response, Friedreich's ataxia, plus single-dose screen (AID 1465) | S. cerevisiae Yfh1-off respiration, WST-1 reduction, 72 h; higher fold induction means a stronger effect | fold induction at 50 µM; hits with a dose series show EC50 in µM | actives 0.074% (n = 220,000);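 active = fold induction of absorbance versus untreated yeast above a set limit, then at least 30% activation at any dose in follow-up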;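 note: activators that raise dye reduction in frataxin-depleted yeast; strong numbers were not always called active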
Insulin prom up: MIN6 insulin promoter up-regulation; actives 0.3% (n = 190,000); z-score at 5 µM; MIN6 insulin promoter-GFP reporter, high-content imaging; active compounds read high;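 active = z-score above 3 at 5 µM with at least 500 cells counted in the well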
WT yeast gro inh mutant strain: also measured in WT yeast gro inh; calls as there; inhibition, %; mitochondrial fusion phenotypic screen, mutant strain inhibition
Dynein cargo inh cytoplasmic EGFP: also measured in Dynein cargo inh; calls as there; z-score; measured here: cytoplasmic GR-EGFP intensity; active compounds read high
Dynein cargo inh nuclear GR-EGFP: also measured in Dynein cargo inh; calls as there; z-score; measured here: nuclear GR-EGFP intensity;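 lower value marks the stronger effect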
Dynein cargo inh cell count: also measured in Dynein cargo inh; calls as there; z-score; measured here: cell count per field
Insulin prom up cell count: recorded beside Insulin prom up, whose call it bears; cell count; measured here: cytotoxicity, nuclei count;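 total cells summed across four imaged fields per well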
Lipid droplet cells 6.5 µM: further read-out of Lipid droplet, marked with its call; cell count; measured here: cell count, cytotoxicity flag;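 cells counted across two imaged fields per well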
b-catenin transl cell count 5 µM: recorded beside b-catenin transl, whose call it bears; cell count; measured here: cell count, cytotoxicity flag
MT stabilizer Hoechst-high %: recorded beside MT stabilizer, whose call it bears; % Hoechst-high responders; measured here: nuclear condensation Hoechst responders;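 share of cells brighter than vehicle mean plus two SD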
MT stabilizer cytotoxicity %: also measured in MT stabilizer; calls as there; toxicity, %; measured here: cytotoxicity by cell density;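 0% = mean cell density of plate MIN control wells and 100% = no cells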
Autophagy HCS cell loss 18 h: further read-out of Autophagy HCS, marked with its call; toxicity, %; measured here: cell loss, nuclei count;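 cell loss after 18 h compound exposure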
* marks the source's active call; other numbers are inactive results; i = inactive; / = no result given; + = active, no number.

no.	SMILES	Lipid droplet	Lipid droplet cells 6.5 µM	Dynein cargo inh	Dynein cargo inh cytoplasmic EGFP	Dynein cargo inh nuclear GR-EGFP	Dynein cargo inh cell count	b-catenin transl	b-catenin transl cell count 5 µM	Autophagy HCS	Autophagy HCS cell loss 18 h	WT yeast gro inh	WT yeast gro inh mutant strain	MT stabilizer	MT stabilizer Hoechst-high %	MT stabilizer cytotoxicity %	NOD2 inhibition	Yfh1-depleted yeast	Insulin prom up	Insulin prom up cell count
1	O=c1c(-c2ccccc2)c(O)nc(SCCN2CCOCC2)n1-c1ccccc1	-3	691	-0.59	-0.28	-0.69	0.81	-1.0	582	i	10	7	-5	2.5	3.5	2.7	6%	i	-0.13	1326
2	N#CC1=C(N)C(C#N)(C#N)[C@H](c2ccoc2)[C@H]2CN(Cc3ccccc3)CC=C12	-66	438	-8	21	-1.1	1	4.9	1075	+	-6.7*	6	2	2.6	1.0	1.0	-24%	i	/	/
3	CCC(CC)c1nnc(NC(=O)COc2ccc3c(C)cc(=O)oc3c2)s1	/	/	-0.31	-0.066	0.0049	-0.56	-1.2	1368	i	-2	6	-3	1.7	1.8	7.3	25%	i	-0.47	1576
4	Cc1onc(-c2c(Cl)cccc2Cl)c1C(=O)c1c[nH]c(C(=O)NCC2CCCO2)c1 (stereo not drawn)	-8	714	-1.2	-0.32	-0.1	0.51	1.0	1096	i	10	-8	11	2.8	4.2	8.8	-6%	i	-1	1182
5	COC(=O)CSc1nc(-c2ccc(F)cc2)cc(C(F)(F)F)n1	/	/	0.95	0.57	1.3	-0.96	-2.8	586	i	-10	2	-2	3.6	1.9	4.8	14%	i	0.19	1240
6	O=c1oc(-c2ccccc2)nc2sc3c(c12)CCC3	-7	743	-0.31	-0.3	0.43	0.42	-0.4	529	i	19	-6	-3	4.7	1.8	5.8	12%	i	0.29	1186
7	Cc1ccc(C)c(-n2c(SCC(=O)NC(C(=O)O)C(C)C)nnc2-c2cccc(Cl)c2)c1 (stereo not drawn)	28	674	-0.23	-0.39	-0.4	0.68	-4.6	1173	i	5	-7	22	2.9	3.3	6.2	-3%	i	0.44	1487
8	Cc1ccccc1NC(=O)C1CCCN1/C=C/C(=O)C(F)(F)F (stereo not drawn)	-21	580	-0.52	-0.19	-0.38	-0.55	-3.4	1193	i	6	-12	-11	5.7	1.6	5.8	12%	i	-0.21	1389
9	Cc1cc(C(F)F)nn1CC(=O)N1CCSCC1	-4	749	-0.12	-0.26	0.24	-0.071	-2.5	1261	i	-3	-8	-7	1.9	2.5	10	11%	i	/	/
10	O=C(O)CNS(=O)(=O)c1ccc2c(c1)CCCC2	-6	678	0.76	-0.23	0.9	-0.11	-0.6	1056	i	6	0	-1	3.2	3.2	6.4	8%	i	0.68	1123
11	Cc1ccc2nc(SC(C)C(=O)N3CCCC3)[nH]c2c1 (stereo not drawn)	0	731	-1.2	-0.27	-0.44	-0.19	0.0	1217	i	-9	-2	-11	1.0	1.3	1.5	-20%	/	/	/
12	CCc1ccc(NC(=S)NC(=O)CC(C)C)cc1	-9	609	0.16	-0.26	0.15	0.59	-0.3	534	i	13	3	-3	1.2	1.8	3.9	18%	i	0.3	1140
13	COc1ccc(-c2[nH]c(-c3ccc(C)cc3)nc2SCC(=O)NC2CCCC2)cc1	-33	727	0.65	-0.2	1.4	-0.63	-1.3	532	i	-1	35	11	3.6	2.2	6.8	3%	i	-1.1	883
14	CC(C)(C)c1csc(NC(=O)c2ccc(Cl)s2)n1	11	715	-1	1.3	-0.031	-0.17	-1.6	1134	i	7	44	22	2.0	1.3	8.5	-55%	i	1.8	1161
15	O=C1CCN(Cc2ccccc2)C(=O)N1c1ccccc1	10	701	0.16	-0.26	-0.19	0.33	1.4	1297	/	/	/	/	/	/	/	18%	i	0.69	1484
16	Cc1ccc(C(=O)N2C3=C(CCCC3)C(=O)NC23CCCCC3)cc1	-1	689	0.66	0.67	-0.098	-0.34	-0.4	1122	i	-2	6	-5	5.2	2.1	7.9	-6%	i	-0.56	1415
17	O=C(N/N=C/c1ccccn1)C(=O)N1CCCCCC1	-5	753	0.79	0.11	1.2	-0.45	0.6	1333	/	/	/	/	/	/	/	1%	i	-0.04	1109
18	O=S1(=O)CC/C(=N\O)c2ccccc21	28	763	0.078	-0.23	0.056	0.52	-1.7	1177	i	-4	-11	0	2.8	2.9	4.9	12%	i	/	/
19	O=C(Nc1ccccc1)N(C1=NCCCCS1)c1cccc2ccccc12	/	/	-0.85	-0.16	-0.98	0.16	-1.4	1312	i	-1	16	11	2.4	1.7	6.5	9%	i	-0.63	1583
20	COc1ccc(S(=O)(=O)N2CCCCC2)cc1-n1cnnn1	25	715	-0.068	-0.2	0.47	0.5	-0.9	957	i	1	-24	-10	2.3	2.6	6.5	15%	i	0.35	1478
21	COc1cccc(/C=N/NC(=O)c2c(C)nc3ccc(Br)cn23)c1	2	648	-1.9	3	-0.47	0.75	0.2	1489	i	0	-14	7	2.8	1.2	13	5%	i	0	1426
22	COc1cccc(CNC(=O)CCC2CCCN(C(=O)c3cc(C)on3)C2)c1 (stereo not drawn)	-28	701	2.3	0.15	1.7	-2.2	-0.9	978	i	4	-8	12	1.9	1.8	8.0	0%	i	/	/
23	CN(CCCC(=O)NCc1ccco1)S(=O)(=O)c1ccccc1	7	755	0.49	-0.24	0.25	0.14	2.4	1203	i	0	60*	13*	4.1	3.0	5.0	6%	i	-0.39	1344
24	Cc1nc2c(ccc3nc(NC(=O)C4CC4)sc32)s1	26	771	-0.18	0.13	-0.06	0.48	-0.6	1128	i	-4	-5	-5	1.6	1.8	4.4	-83%	i	/	/
25	CCN1/C(=C2/SC(=S)NC2=O)Sc2ccccc21	-20	629	1.2	-0.15	0.22	-0.43	-0.2	884	i	14	2	-3	8.7	3.3	11	-16%	i	-0.87	1490

Overlap with the part before: 5 compounds, then new ones.
no.	SMILES	Lipid droplet	Lipid droplet cells 6.5 µM	Dynein cargo inh	Dynein cargo inh cytoplasmic EGFP	Dynein cargo inh nuclear GR-EGFP	Dynein cargo inh cell count	b-catenin transl	b-catenin transl cell count 5 µM	Autophagy HCS	Autophagy HCS cell loss 18 h	WT yeast gro inh	WT yeast gro inh mutant strain	MT stabilizer	MT stabilizer Hoechst-high %	MT stabilizer cytotoxicity %	NOD2 inhibition	Yfh1-depleted yeast	Insulin prom up	Insulin prom up cell count
21	COc1cccc(/C=N/NC(=O)c2c(C)nc3ccc(Br)cn23)c1	2	648	-1.9	3	-0.47	0.75	0.2	1489	i	0	-14	7	2.8	1.2	13	5%	i	0	1426
22	COc1cccc(CNC(=O)CCC2CCCN(C(=O)c3cc(C)on3)C2)c1 (stereo not drawn)	-28	701	2.3	0.15	1.7	-2.2	-0.9	978	i	4	-8	12	1.9	1.8	8.0	0%	i	/	/
23	CN(CCCC(=O)NCc1ccco1)S(=O)(=O)c1ccccc1	7	755	0.49	-0.24	0.25	0.14	2.4	1203	i	0	60*	13*	4.1	3.0	5.0	6%	i	-0.39	1344
24	Cc1nc2c(ccc3nc(NC(=O)C4CC4)sc32)s1	26	771	-0.18	0.13	-0.06	0.48	-0.6	1128	i	-4	-5	-5	1.6	1.8	4.4	-83%	i	/	/
25	CCN1/C(=C2/SC(=S)NC2=O)Sc2ccccc21	-20	629	1.2	-0.15	0.22	-0.43	-0.2	884	i	14	2	-3	8.7	3.3	11	-16%	i	-0.87	1490
26	CCC(=O)N1CCN(CCN=CC2=C(O)CC(c3cccs3)CC2=O)CC1 (stereo not drawn)	/	/	0.4	-0.05	0.4	-0.22	-3.3	927	i	15	17	13	2.4	1.9	7.3	4%	i	-0.91	1219
27	Cc1oc(-c2ccc(-c3ccccc3)cc2)nc1CN(C)C1CCOC1 (stereo not drawn)	13	754	-0.97	-0.27	-0.38	0.63	1.7	980	i	12	40	35	5.1	3.2	2.7	-133%	i	-1.8	1413
28	Nc1ccccc1C(=O)Nc1ccc(Cl)cc1Cl	2	394	-0.65	-0.25	-0.52	0.89	-4.0	1198	/	/	/	/	/	/	/	-93%	i	-0.2	1386
29	CCOC(=O)C1(Cc2ccccc2C(F)(F)F)CCN(CC2CC2)CC1	-1	789	0.37	-0.12	0.51	-0.13	-0.5	988	i	-13	16	17	1.2	1.1	2.7	9%	i	-0.15	1634
30	Cc1nc(-c2nc(CC(=O)NNC(=O)c3ccc(Cl)cc3)cs2)cs1	5	746	0.4	-0.25	0.77	-0.43	-0.8	1292	/	/	/	/	/	/	/	-19%	i	0.19	1167

Some of the compounds tested; count on the stated rates, not on these rows.
